Menin MLL FP TR: inhibitors of human menin-MLL interaction, mutant MLL peptide | Potency, µM (doses to about 61.6 µM), inactives show at the top dose FP activity change, negative = inhibition, actives largely listed as inhibitors | Menin + Texas Red MLL mutant peptide, fluorescence polarization | O00255 | 270,000 compounds, 0.23% hits; active = well fitted inhibition curve with a large enough effect in the polarisation, with a control signal flat, not every such curve was filed as active; inconclusive = small, poorly fitted or top-dose-only effect, or effect the other way, or a change in a side signal; inactive = no such curve, though single readings can be large or run the other way; the % refers to the polarisation; also: potency is read from the fitted curve at half-maximal effect; % of control where 0% means no effect; many of its hits are not listed in these tables
Coupling enz: inhibits coupling enzyme system, counter-screen for aldolase hits; AID 2472; coupling enzyme system counterscreen, AmpLite Red fluorescence; activity change, negative = inhibition, % at 58.2 µM, hits read low; 290,000 compounds, 0.67% hits; in the data active = activity change below about -30%; also: % is scaled to controls: 0 for no effect and ±100 for the full control effect
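Counterscreen lacking aldolase: glyceraldehyde-3-phosphate coupling-enzyme reagent preincubated 10 min at RT with compound (at 57.5 uM final), then substrate/coupling system with AmpLite Red added; fluorescence read at 525/598 nm after 20 min RT.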
TRPV1 ag: agonists of human vanilloid receptor 1 (TRPV1). Q8NER1. TRPV1-expressing cells, Fluo-8 calcium influx, agonist mode. 320,000 compounds, 0.19% hits. activation, % at 8.33 µM; in the data active = activation above about 80%; inconclusive = between about 30% and that limit; also: 0% is about no effect
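Cells expressing TRPV1 were dye-loaded with Fluo-8 and read kinetically: 10 s baseline, 3 min after compound (agonist portion), then 2 min after EC20 capsaicin (allosteric enhancer portion). Calcium-bound dye fluorescence at 480/520 nm.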
KCNH2 3.1 inh: KCNH2 3.1 (human) potassium channel inhibition; U2OS KCNH2 3.1, thallium flux FluxOr; stronger effect = lower value; activity change, % (tested at about 1.8 µM); 340,000 compounds, 0.95% hits; AID 720553;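 active = maximum activity change below -70%; inconclusive = maximum activity change from -70% to -50%; inactive = maximum activity change above -50%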;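 also: thallium influx rate constant from kinetic fluorescence after stimulation buffer; % is scaled to controls: 0 for no effect and ±100 for the full control effect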
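U2OS cells transduced with KCNH2 3.1 mutant virus (1.77 x 10^8 /mL, 4 h), plated overnight at 37 C, loaded 45 min with FluxOr dye plus Red40 quencher. Thallium flux rate constant from kinetic reads after stimulation buffer, normalised to controls.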
USP2a block: blocks human ubiquitin-specific protease USP2a; USP2 core, Ub-CHOP2 coupled fluorogenic reporter, 485/531; O75604; AID 463254; Potency, µM (top dose mostly 38.3 µM), inactives show at the top dose activity change, negative = inhibition, hits mostly inhibitors; 330,000 compounds, 0.01% hits;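 also: potency is read from the fitted curve at half-maximal effect; plate controls were DMSO wells for no effect and full inhibition by NEM control for full effect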
Target sequence (O75604 whole entry, looked up): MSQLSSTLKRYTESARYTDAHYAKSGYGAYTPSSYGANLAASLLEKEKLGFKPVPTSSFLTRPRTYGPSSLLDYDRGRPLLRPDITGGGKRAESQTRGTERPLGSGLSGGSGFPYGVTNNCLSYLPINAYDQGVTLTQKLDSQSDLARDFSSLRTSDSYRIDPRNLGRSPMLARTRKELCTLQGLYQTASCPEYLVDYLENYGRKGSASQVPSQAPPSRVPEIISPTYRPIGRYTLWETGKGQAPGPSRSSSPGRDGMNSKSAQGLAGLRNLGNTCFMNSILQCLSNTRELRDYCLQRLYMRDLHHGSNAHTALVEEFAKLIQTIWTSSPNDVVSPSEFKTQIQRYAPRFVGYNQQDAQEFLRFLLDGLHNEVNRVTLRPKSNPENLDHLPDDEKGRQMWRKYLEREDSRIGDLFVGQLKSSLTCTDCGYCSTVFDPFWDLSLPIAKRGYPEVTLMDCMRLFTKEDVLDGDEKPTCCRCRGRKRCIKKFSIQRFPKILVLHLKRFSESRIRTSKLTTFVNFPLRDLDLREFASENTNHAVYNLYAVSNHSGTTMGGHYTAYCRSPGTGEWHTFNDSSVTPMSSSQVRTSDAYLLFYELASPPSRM
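Deubiquitinase activity read as fluorescence (485/531 nm) after Ub-CHOP2 cleavage activates the enterokinase reporter on its substrate; USP2 core 10nM, Ub-CHOP2 and substrate 25nM each, 30min compound preincubation then 60min RT; data normalized to NEM, curves fitted.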
Giardia kill: Giardia lamblia killing | 340,000 compounds, 0.15% hits | AID 540267 | Giardia lamblia trophozoite viability | activity change, % at 7.66 µM, hits read low; in the data active = activity change below about -80%; inconclusive = between about -30% and that limit;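 also: parasites exposed to compound for two days anaerobically before the ATP read; % is scaled to controls: 0 for no effect and ±100 for the full control effect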
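Viability, read as ATP luminescence: trophozoites at 100 cells/well, compound added, 48 hrs anaerobic at 37 deg C, then 15-30 min room-temperature development before reading.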
CXXC DNA block: inhibitors of human MLL CXXC domain-DNA interaction. 290,000 compounds, 0.037% hits. MLL-CXXC / FITC-HOXA9 DNA fluorescence polarization. Potency, µM (top dose mostly 115 µM), for the others: at the highest dose activity change, negative = inhibition, actives largely listed as inhibitors. Q03164. AID 2662; active = well fitted inhibition curve with a large enough effect in the polarisation, with a control signal flat, not every such curve was filed as active; inconclusive = small, poorly fitted or top-dose-only effect, or effect the other way, or a change in a side signal; inactive = no such curve, though single readings can be large or run the other way; the % refers to the polarisation; also: potency is read from the fitted curve at half-maximal effect
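Steps: dispense CXXC domain solution (7 uM) → pin compounds or unlabeled HOX-A9 DNA control → 5 min ambient → add FLSN-HOX-A9 solution (50 nM) → spin → 30 min ambient → fluorescence polarization. Tris pH 7.5/NaCl/DTT/BSA buffer.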
hERG WT inh: inhibitors of human wildtype KCNH2 potassium channel; Q12809; U2OS, BacMam KCNH2, thallium flux FluxOr; stronger effect = lower value; activity change, % at 1.84 µM; 340,000 compounds, 0.37% hits; AID 720551;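 active = maximum activity change below -70%; inconclusive = maximum activity change between -70% and -50%; inactive = maximum activity change above -50%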; also: % is scaled to controls: 0 for no effect and ±100 for the full control effect
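U2OS cells were transduced with wild-type KCNH2 virus (2.03 x 10^8 / mL) for 4 h at room temperature, then cultured overnight at 37 C. Thallium flux was read with FluxOr dye. Rate constants were normalized to DMSO controls.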
PKM2 act: PKM2 (human) enzyme activation | Potency, µM (doses to about 57.5 µM), without a hit: at the highest dose activation, usual class: activators | purified PKM2, Kinase-Glo ATP luminescence, activation; response scale: 0% is enzyme alone, no compound | 260,000 compounds, 0.34% hits | P14618; also: potency is read from the fitted curve at half-maximal effect; % is scaled to controls: 0 for no effect and ±100 for the full control effect; nearly all actives have a fitted effect of over 55% in size
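Purified hPK-M2 (>95% pure) converted ADP (0.1 mM final) to ATP with 0.5 mM PEP in 50 mM imidazole pH7.2, KCl, MgCl2, Tween 20, BSA; 1 h at room temperature. ATP detected by Kinase-Glo luminescence.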
B2AR arrestin: beta2AR (human) beta-arrestin recruitment activity. beta-arrestin recruitment to beta2AR, cell-based reporter. Potency, µM (titrated, usually from 46.1 µM), for inactives: top-dose activation, actives largely listed as activators. 330,000 compounds, 0.02% hits;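 also: potency is read from the fitted curve at half-maximal effect; 0% = DMSO controls and full agonism = EC100 isoproterenol or metaproterenol; nearly all actives have a fitted effect of over 65% in size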
GALK inhibitor: blocks human galactokinase activity | P51570 | Purified GALK, Kinase-Glo residual ATP luminescence | Potency, µM (series often up to 57.5 µM), for the others: at the top dose activity change, negative = inhibition, actives largely listed as inhibitors | 270,000 compounds, 0.007% hits; also: potency is read from the fitted curve at half-maximal effect; % is scaled to controls: 0 for no effect and ±100 for the full control effect
Target sequence (P51570 whole entry, looked up): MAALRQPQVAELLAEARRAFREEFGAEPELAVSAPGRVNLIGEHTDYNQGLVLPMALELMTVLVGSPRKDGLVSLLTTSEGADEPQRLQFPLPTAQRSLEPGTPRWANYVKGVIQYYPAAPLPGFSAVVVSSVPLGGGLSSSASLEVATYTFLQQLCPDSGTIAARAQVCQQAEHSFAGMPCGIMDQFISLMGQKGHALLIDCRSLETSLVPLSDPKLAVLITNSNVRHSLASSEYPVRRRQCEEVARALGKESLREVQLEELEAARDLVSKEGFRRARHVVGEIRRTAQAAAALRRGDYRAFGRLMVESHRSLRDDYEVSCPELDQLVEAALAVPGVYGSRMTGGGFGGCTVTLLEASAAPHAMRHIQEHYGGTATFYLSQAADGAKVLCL
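ATP-depletion format; final 35 uM ATP, 100 uM D-galactose, 5 nM enzyme; pH 8.0 HEPES/Mg2+ buffer; 60 min RT; luminescence read 10 min after detection reagent.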
* = called active by the depositor; ? = inconclusive; · = not tested or not shown; [ ] = another dose, or the depositor's remark. Unless noted, calls follow the shape of the dose curve; as a rule, active = well fitted curve in the direction sought with a large enough effect; inconclusive = small, poorly fitted or top-dose-only effect, or another doubt; inactive = no such curve, though single readings can be large; an effect the other way counts as inactive or inconclusive.

SMILES	Menin MLL FP TR	Coupling enz	TRPV1 ag	KCNH2 3.1 inh	USP2a block	Giardia kill	CXXC DNA block	hERG WT inh	PKM2 act	B2AR arrestin	GALK inhibitor
CC(=O)C1C(c2ccncc2)NC(=O)NC1(O)C(F)(F)F (stereo unspecified)	0%	-1	-4	1	-2%	-9	1%	0	5%	-0.4%	0%
Cc1ccc(N)cc1-n1c(C)ccc1C	4%	-5	1	4	-1%	4	4%	15	2%	-0.1%	-4%
Cc1ccc(O)c(NC(=O)c2noc(C(C)C)c2[N+](=O)[O-])c1	97%[activator]	1	19	8	1%	?	-1%	6	-3%	0.1%	-2%
O=C(Nc1ccc(N2CCN(C(=O)c3ccco3)CC2)cc1)c1ccccc1Br	·	·	-3	-5	-1%	-15	-8%	8	-7%	-0.1%	-1%
COc1ccc(Cc2c(N)nc(C)nc2N)cc1	9%	2	1	21	3%	-23	0%	19	-9%	-0.4%	0%
CCOc1ccc(/C(CCC(=O)O)=N/NC(=S)NC(C)C)cc1	0%	0	1	-7	-1%	-1	-11%	3	-10%	?	0%
O=C1CC(c2cccc(Br)c2)C2=C(COC2=O)N1 (stereo unspecified)	-8%	1	-1	11	4%	3	-9%	3	1%	-0.7%	-2%
CN1/C(=C\C=C2/SC(=S)N(CC(=O)O)C2=O)C(C)(C)c2ccccc21	?	-13	?	-6	?	18	?	8	-16%	0.1%	1%
COc1cc(C2c3[nH]c4ccccc4c3CCN2Cc2cn(C)nc2C)ccc1F (stereo unspecified)	-2%	-4	11	-3	0%	-19	-2%	14	-9%	-0.3%	2%
O=C(Cn1c(CO)nc2ccccc21)Nc1ccccc1Cl	1%	-3	-2	3	-1%	12	11%	-10	-5%	0.4%	10%
COc1ccccc1CCNS(=O)(=O)c1ccc(C(=O)O)n1C	·	-3	-2	1	1%	16	-2%	6	-4%	-0.1%	-2%
Fc1cc(F)c(NC(=S)N2CCOCC2)c(F)c1	-10%	2	-1	25	3%	-4	12%	-33	·	0.1%	·
O=C(NC(=O)N1CCOCC1)c1ccccc1	1%	2	0	-13	1%	-18	15%	4	-3%	-1.0%	·
CCCCN(C(=O)c1ccc([N+](=O)[O-])o1)c1c(N)n(CCCC)c(=O)[nH]c1=O	·	·	-1	10	-1%	1	·	3	·	-0.4%	·
COc1cc(CNCc2cc(OC)c(OC)c(OC)c2)cc(OC)c1	?	-4	2	-17	-1%	1	-12%	-3	2%	-1.1%	2%
C/C(=N\NC(=S)NC1CCCCC1)c1ccc(C#N)cc1	?	1	-5	1	2%	3	5%	-8	9%	1.7%	-3%
CCCc1cc(=O)[nH]c(SCC(=O)NCCN2C(=O)CSC2=O)n1	·	·	·	-4	-1%	-7	·	4	·	0.1%	·
O=C(CCN1C(=O)c2cccc([N+](=O)[O-])c2C1=O)NC1CCCCCC1	·	·	·	14	-10%	-1	·	-2	·	-0.4%	·
COCCCn1c(SCc2cccc(OC)c2)nc2cc(OC)c(OC)cc2c1=N	57%[activator]	-2	22	7	-3%	3	-4%	6	-13%	-0.8%	0%
CCOc1ccc2nc(/N=C/c3nc(-c4ccc(Br)cc4)oc3O)sc2c1	-5%	4	5	-5	0%	5	?	0	0%	-0.2%	0%
Cc1ccc2c(c1)CCCN2C(=O)Nc1ccc2c(c1)OCO2	?	-40*	?	11	2%	5	-5%	-18	3%	0.1%	-1%
CCCCc1ccc(NC(=S)N2CCN(C(=O)c3ccco3)CC2)cc1	·	·	?	-34	3%	5	29%	-6	0%	0.4%	-3%
Cc1cccc(C)c1-n1cccc1/C=C1\SC(=S)N(c2cccc(C(=O)O)c2)C1=O	88%[activator]	16	10	8	?	8	-16%	-4	8%	-0.3%	-21%
Cc1ccc(C(=O)Nc2ccc(N3CCOCC3)nc2N2CCOCC2)cc1	·	-2	17	1	-1%	19	9%	3	2%	0.3%	-3%
CC1(C)CC(=O)C(C(c2ccccc2F)C2C(=O)CC(C)(C)CC2=O)C(=O)C1	?	4	4	-1	-1%	-11	-10%	3	0%	0.3%	5%

Look-ups from the list:
In PKM2 act, COc1ccc(Cc2c(N)nc(C)nc2N)cc1 shows -9%
In CXXC DNA block, CC1(C)CC(=O)C(C(c2ccccc2F)C2C(=O)CC(C)(C)CC2=O)C(=O)C1 shows -10%

(further entries)
SMILES	Menin MLL FP TR	Coupling enz	TRPV1 ag	KCNH2 3.1 inh	USP2a block	Giardia kill	CXXC DNA block	hERG WT inh	PKM2 act	B2AR arrestin	GALK inhibitor
CCOc1c(Cl)cc(CNc2nnnn2C)cc1OC	15%	6	0	14	1%	-12	-12%	21	-3%[11.5 µM]	3.0%	-5%
CCOC(=O)c1c(-c2ccccc2)csc1NC(=O)c1ccc(S(=O)(=O)N2CC(C)OC(C)C2)cc1 (stereo unspecified)	-3%	0	2	20	2%	0	17%	-20	-4%	-0.1%	2%
N#C/C(=C/c1ccccc1[N+](=O)[O-])c1nnc2n1CCCCC2	-17%	0	-2	7	4%	-10	13%	10	8%	-0.3%	-1%
O=C(CCn1nc(-c2ccc(Cl)cc2)c2ccccc2c1=O)NN1CCOCC1	·	-2	0	-2	-2%	-18	1%	14	1%	-0.4%	-2%
Cc1ccc(OCC(=O)N2N=C(C(F)(F)F)CC2(O)C(C)(C)C)cc1C (stereo unspecified)	-13%	-1	13	2	1%	19	-2%	-4	3%	-0.6%	-3%
COc1ccc(NC(=O)CSc2nnc(-c3cnccn3)n2C)cc1OC	?	4	-2	29	1%	19	14%	0	7%	0.2%	0%
Clc1ccccc1C1CC(c2ccccc2)Nc2ncnn21 (stereo unspecified)	9%	-8	2	-5	1%	-25	-1%	-6	2%	-0.2%	-2%
COc1ccc(CN2CCCC(C(=O)c3cccc(OC(C)C)c3)C2)cc1Cn1cccn1 (stereo unspecified)	4%	-1	0	-48	1%	30	?	0	-3%	4.4%	5%
COc1cc(C(=O)Nc2cccc(-c3cn4cccnc4n3)c2)cc(OC)c1OC	-6%	0	-4	17	-1%	27	-3%	3	1%	0.0%	-1%
CSCC[C@H](NC(=O)c1cccc([N+](=O)[O-])c1C)c1nc2ccccc2[nH]1	-1%	1	15	-1	2%	-25	5%	-2	-12%	-0.1%	0%
COC(=O)C(C(=O)Nc1cccc(C)n1)C1CCCCCC1 (stereo unspecified)	1%	5	1	5	-1%	0	-1%	-15	-2%	0.3%	-1%
CN1C(=O)/C(=C2\SC(=S)N(CCCCCC(=O)O)C2=O)c2ccccc21	·	0	2	8	2%	7	4%	3	-5%	-1.0%	1%
CCC(CC)C(=O)Nc1cccc(C(=O)N2CCCCCC2)c1	7%	2	-1	-9	-4%	0	5%	-8	1%	-0.2%	0%
Cc1cccc(NC(=O)CCNC(=O)c2ccc(Br)cc2)c1	6%	1	28	17	-1%	-13	4%	1	0%	0.2%	0%
Cc1ccc(S(=O)(=O)c2cc3c(=O)n4ccccc4nc3n(CC3CCCO3)c2=N)cc1C (stereo unspecified)	-1%	1	4	-4	13%	8	?	5	-9%	-0.2%	1%
CCCNC(=O)COc1ccc2c(=O)c(Oc3ccccc3F)coc2c1	?	2	14	-17	2%	-22	5%	0	2%	14%	1%
CSCCC(NC(=O)C1CCC(C)CC1)C(=O)N1CCN(c2ccccn2)CC1 (stereo unspecified)	?	2	-5	-1	1%	13	0%	2	3%	0.4%	-2%
CCOC(=O)Cn1c(=O)c(-c2ccccc2NC)nc2ccccc21	0%	1	28	-3	-4%	2	-1%	7	-5%	-1.1%	1%
O=C(O)C1C2CCC(O2)C1C(=O)NCc1ccc(Cl)cc1 (stereo unspecified)	-1%	5	5	-5	2%	-5	0%	1	10%	0.5%	3%
N#CCC(=O)N/N=C/c1ccc(Cl)cc1	·	1	0	-73*	-6%	-13	-4%	5	-1%	0.2%	5%
Cn1c(=O)cc(N)n(-c2ccccc2)c1=O	1%	3	0	8	1%	3	2%	34	·	-0.4%	12%
COc1cnc(-c2ccccc2)nc1Oc1ccc(C(C)(C)C)cc1	?	1	7	1	5%	0	3%	-1	-8%	0.0%	-1%
CC1CCCN(C(=O)CCCC(=O)N2CCCC(C)C2)C1 (stereo unspecified)	·	·	3	2	0%	6	4%	-20	8%	-0.1%	-2%
Cc1ccc(NC(=O)c2cnn(-c3ccccc3)c2C)cc1	19%	-6	11	-3	1%	?	-2%	-5	-5%	-0.4%	1%

Screening results from PubChem BioAssay.

Only part of the results is shown; count on the stated rates, not on these rows.
